Screens: PubChem, several laboratories
PG9 binder – binds the HIV-1 gp120 antibody PG9; TR-FRET gp120-PG9 antibody binding; AID 624416; 360,000 compounds, 0.43% hits; inhibition, % at 6.7 µM; in the data active = inhibition above about 8.5%
HTRA1 inh – blocks human HTRA1 serine peptidase; 340,000 compounds, 0.5% hits; recombinant HTRA1, FP-rhodamine activity-based probe, fluorescence polarization; inhibition, % at 5.96 µM; AID 504803; Q92743; in the data active = inhibition above about 36%;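 also: 0% = enzyme with DMSO and 100% = wells lacking enzyme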
Target sequence (Q92743 whole entry, looked up): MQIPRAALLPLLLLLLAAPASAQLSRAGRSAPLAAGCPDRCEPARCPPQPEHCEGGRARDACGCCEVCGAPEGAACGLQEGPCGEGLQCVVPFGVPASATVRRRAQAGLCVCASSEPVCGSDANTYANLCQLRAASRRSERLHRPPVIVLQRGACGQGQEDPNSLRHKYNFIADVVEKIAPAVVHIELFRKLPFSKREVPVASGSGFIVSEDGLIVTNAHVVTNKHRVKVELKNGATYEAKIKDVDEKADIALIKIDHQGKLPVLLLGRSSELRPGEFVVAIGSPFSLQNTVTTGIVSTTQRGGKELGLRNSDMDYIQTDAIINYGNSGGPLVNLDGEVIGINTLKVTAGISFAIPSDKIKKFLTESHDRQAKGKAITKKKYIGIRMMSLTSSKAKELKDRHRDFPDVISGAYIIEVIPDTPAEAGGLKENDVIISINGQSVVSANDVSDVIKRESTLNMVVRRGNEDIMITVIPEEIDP
NR1D1 modulator – Rev-erb alpha (human) modulation; activity, % at 10 µM; AID 1259318; Rev-erbα–FITC-DNA binding, fluorescence polarization, 90 min; 370,000 compounds, 0.79% hits; P20393;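 active = activity above about 14%, limit read from the data; passing the limit was not always enough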;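 also: 0% = DMSO wells with 35 nM protein and 100% = DMSO wells with 750 nM protein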
ABHD4 inh – inhibitors of mouse ABHD4; purified mABHD4, FP-Rh probe fluorescence polarization; inhibition, % at 8.92 µM; 370,000 compounds, 0.54% hits; AID 720543;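 active = inhibition exceeding the mean over every tested compound plus 3 SD, cut at about 30% in these data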;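 also: 0% = plate median of compound wells and 100% = S159A mutant with DMSO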
Target sequence (Q8VD66 whole entry, looked up): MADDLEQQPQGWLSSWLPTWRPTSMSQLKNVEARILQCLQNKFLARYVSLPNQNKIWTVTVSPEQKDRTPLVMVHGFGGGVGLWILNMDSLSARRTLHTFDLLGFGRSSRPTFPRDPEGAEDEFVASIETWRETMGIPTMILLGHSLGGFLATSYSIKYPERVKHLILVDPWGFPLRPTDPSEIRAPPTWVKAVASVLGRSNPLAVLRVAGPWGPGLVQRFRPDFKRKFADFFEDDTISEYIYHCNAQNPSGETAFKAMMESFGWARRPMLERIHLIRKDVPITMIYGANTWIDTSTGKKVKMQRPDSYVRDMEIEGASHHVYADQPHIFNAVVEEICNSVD
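assay system = mABHD4 protein | compound dosing = single nominal dose of 8.92 µM, 0.89% DMSO final | read-out basis = percent inhibition of probe binding, normalized to plate controls | schedule = Enzyme–compound pre-incubation 45 min, then probe 60 min, both 25 °C | detection = fluorescence polarization, excitation 525 nm, emission 598 nm, BODIPY TMR filters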
TCR-CD3 inh – inhibitors of human TCR-CD3 interaction. inhibition, % at 9.4 µM. TAMRA-labeled TCR probe fluorescence, biochemical. 360,000 compounds, 0.37% hits; in the data active = inhibition above about 19%;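 also: recombinant mutant TCR 2C K166C tagged with TAMRA read by polarization; 0% = receptor in buffer alone and 100% = receptor with positive control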
MBD2 DNA inh – MBD2-methylated oligo binding inhibition | TR-FRET, MBD2 binding to methylated oligonucleotide | inhibition, % at 4.4 µM | 370,000 compounds, 0.31% hits | AID 686964; in the data active = inhibition above about 13%
rCAG RNA binder – binds r(CAG) RNA repeats. r(CAG) RNA repeat, TO-PRO-1 dye displacement fluorescence. inhibition, % at 3 µM. 370,000 compounds, 1.3% hits;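 active = inhibition above the plate cutoff, the mean of all test compounds on that plate plus 3 SD, cut at about 35% in these data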;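 also: 0% = DMSO alone and 100% = 100 µM mitoxantrone as full dye displacement; higher means more dye released from RNA so lower well fluorescence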
LEDGF integ inh – blocks HIV-1 LEDGF/p75-dependent DNA integration | inhibition, % at 3.7 µM | TR-FRET IN-LEDGF/p75 DNA integration, Eu/Cy5 | 370,000 compounds, 0.64% hits;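 active = inhibition above the screen-wide mean plus 3 SD, cut at about 13% in these data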;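 also: signal is the Cy5 over europium emission ratio at 671 and 618 nm; 0% = plate median of compound wells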
UHRF1 binding – blocks human UHRF1 binding to methylated DNA; UHRF1 binding to methylated oligo, TR-FRET; 370,000 compounds, 0.75% hits; Q96T88; inhibition, % at 4.4 µM; AID 687016; in the data active = inhibition above about 21%;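 also: UHRF1 SRA domain binding a hemimethylated CpG hairpin DNA probe; 0% = median of test compound wells and 100% = reference inhibitor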
PRMT1 FP inh – blocks human protein arginine methyltransferase 1 | Q99873 | recombinant PRMT1, activity-based probe fluorescence polarization | inhibition, % at 2.79 µM | 370,000 compounds, 1.3% hits;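 active = inhibition above about 21% made by adding two undisclosed values, limit read from the data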
* = called active by the depositor; nt = not tested or not shown. This is a subset; count on the stated rates, not on these rows.

Below each SMILES – PG9 binder | HTRA1 inh | NR1D1 modulator | ABHD4 inh | TCR-CD3 inh | MBD2 DNA inh | rCAG RNA binder | LEDGF integ inh | UHRF1 binding | PRMT1 FP inh
c1ccc2c(c1)nnn2CNc1nccs1
  -1.4 | 2.6 | -1.2 | 3.3 | 2.2 | 1.5 | 1.1 | 4.2 | 16.3 | 2.4
COc1ccc(/C=C2\SC(=S)N(NS(=O)(=O)c3ccccc3)C2=O)c(OC)c1
  -1.0 | -11.5 | -5.0 | 1.0 | -6.5 | 0.3 | 38.9* | -4.9 | 1.7 | 7.5
NC(=O)C1CCN(C(=O)C2CCN(C(=O)Nc3ccccc3)CC2)CC1
  -1.0 | -4.1 | -2.6 | -7.7 | -4.7 | 3.4 | -1.3 | -3.9 | 1.7 | 0.1
O=C1c2ccccc2C(=O)N1CC1=CCS(=O)(=O)C1
  -1.1 | -2.0 | 8.4 | 2.9 | 6.0 | 2.2 | 4.5 | -1.5 | -1.0 | -3.5
CCN(c1ccccc1)S(=O)(=O)c1cc(NC(=O)COC(=O)C2CC2)ccc1Cl
  -0.9 | -1.1 | -0.9 | -9.0 | 3.7 | 1.3 | 1.9 | -1.1 | 7.2 | 1.1
Cc1ccc(NC(=O)c2sc(N)nc2-c2ccc([N+](=O)[O-])cc2)c(C)c1
  -2.0 | -6.8 | 2.3 | 5.0 | -3.6 | 2.8 | -1.9 | -0.8 | 0.3 | -0.1
O=C(Nc1cccc(S(=O)(=O)N2CCCC2)c1)c1cc(-c2ccccn2)nc2ccccc12
  -1.7 | -26.5 | 1.9 | -2.9 | -0.6 | 1.4 | 2.0 | 0.7 | 5.3 | 0.5
Cc1cc(C)n(C(=O)CNc2ccccc2Cl)n1
  0.1 | -0.6 | -2.3 | 1.2 | -2.6 | -2.4 | -0.8 | 1.0 | -0.3 | -4.0
COCCN(Cc1cc2ccc(C)c(C)c2nc1Cl)C(=O)N1CCOCC1
  -0.4 | -3.5 | 3.1 | -1.4 | 5.8 | 3.0 | -10.2 | 0.2 | -0.6 | -2.3
COc1ccccc1N1CCN(C(=O)CSc2nc3ccccc3[nH]2)CC1
  -0.4 | -1.9 | 1.2 | -4.2 | -6.5 | 5.2 | -6.0 | -0.5 | 5.2 | 2.5
O=C(COC(=O)c1cc(-c2cccc3ccccc23)nc2ccccc12)NC1CCS(=O)(=O)C1 (stereo not drawn)
  1.9 | 30.5 | 1.2 | 38.5* | 29.8* | -0.8 | 3.4 | -6.4 | 2.1 | 25.1*
COc1cccc(NC(=O)CSc2ccccn2)c1
  0.2 | -8.0 | -1.1 | 6.7 | -1.4 | 7.8 | -0.1 | -2.9 | 19.4 | 1.7
Cc1nc(NC(=O)c2ccc(Br)o2)ccc1Br
  -3.4 | -4.1 | 1.4 | 0.4 | 5.7 | -4.6 | 1.8 | -0.4 | -2.9 | 0.2
CCc1ccc(N2CC(C(=O)OCC(=O)c3c(N)n(CC(C)C)c(=O)n(C)c3=O)CC2=O)cc1 (stereo not drawn)
  1.8 | 0.0 | -2.4 | 4.0 | -2.1 | -1.9 | 0.2 | -6.0 | -0.7 | -1.6
CC(C)CN(CC(C)C)C(=O)Nc1ccccc1F
  -2.9 | -1.4 | -1.1 | 1.3 | 3.5 | -7.4 | -2.5 | 2.8 | 0.3 | -3.0
COc1ccc(N=c2oc3ccc(OC)cc3cc2-c2nc3ccccc3[nH]2)cc1
  -0.9 | 10.2 | 4.5 | -0.8 | -1.0 | 1.0 | 1.9 | 1.4 | -4.8 | -1.9
CN1CCC(=NNC(=O)CN(c2ccc(Oc3ccccc3)cc2)S(C)(=O)=O)CC1
  -0.3 | 0.8 | -6.5 | -4.9 | -11.3 | 2.4 | 3.4 | -9.6 | 3.2 | 1.6
COc1ccc(N2CCN(C(=O)CSc3ncnc4scc(-c5ccc(C)cc5)c34)CC2)cc1
  -1.1 | -17.9 | 2.4 | 0.8 | 2.2 | -5.2 | 15.1 | 1.0 | 0.1 | 3.7
Cn1c(=N)n(CC(=O)c2ccccc2)c2ccccc21
  0.6 | nt | -1.6 | 1.4 | 8.1 | 0.6 | 4.8 | -4.2 | -2.0 | -0.1
CCOC(=O)CCC(=O)N1CCOCCOCCN(C(=O)CCC(=O)OCC)CCOCCOCC1
  2.1 | 4.2 | 3.5 | 1.8 | -4.5 | -7.0 | -7.3 | 4.2 | 1.3 | -0.8
CC(C)NC(NC(=O)/C=C/c1ccccc1)C(Cl)(Cl)Cl (stereo not drawn)
  -0.2 | -6.7 | 10.2 | -0.9 | 2.5 | -2.3 | -1.9 | 0.1 | -1.5 | -3.5
CCOC(=O)c1cc(-c2ccc(C)cc2)n(CCC(=O)N2CCN(c3ccccn3)CC2)c1C
  -1.3 | -29.7 | 3.6 | 2.1 | -7.7 | 5.0 | -7.5 | 1.4 | 1.4 | -1.0
COc1ccc(NS(=O)(=O)c2cc(NC(=O)COc3ccc(OC)cc3)ccc2N2CCOCC2)cc1
  -0.5 | -23.5 | 2.4 | -17.2 | 4.1 | -0.5 | 9.1 | -3.3 | -1.2 | 0.0
CCOC(=O)c1csc(NC(=O)CSc2nnnn2-c2ccc(OCC)cc2)n1
  1.4 | 3.6 | -4.9 | 0.5 | 3.7 | -6.9 | -2.1 | -1.0 | -1.9 | -4.3
COC(=O)C1=CN(Cc2cccs2)C=C(C(=O)OC)C1c1cccc(Cl)c1
  -0.1 | -32.0 | -0.6 | -19.6 | -4.9 | 0.2 | 3.0 | -1.4 | -3.9 | 0.7
CC(SC1=NCCS1)C(=O)Nc1nnc(-c2ccc(F)cc2)s1 (stereo not drawn)
  -0.6 | -4.0 | 4.3 | 1.2 | -1.4 | 2.1 | 1.8 | -3.2 | 2.1 | 7.6
Cn1nc(-c2ccccc2)c(C(=O)NC(C(=O)O)c2ccccc2)c1Cl (stereo not drawn)
  0.1 | nt | 6.5 | -1.2 | 2.9 | 2.6 | 2.3 | -0.4 | -2.0 | 1.3
COc1ccc(OC)c(/C=N/n2c(-c3n[nH]c4c3CCC4)n[nH]c2=S)c1
  3.2 | 7.9 | 2.1 | 6.0 | 3.9 | 7.3 | 2.3 | 0.7 | -0.8 | 5.7
NC(=O)c1ccc(NCC2CCCO2)c([N+](=O)[O-])c1 (stereo not drawn)
  0.3 | -2.1 | -3.3 | 6.4 | 4.8 | -11.1 | 1.6 | -1.2 | -8.4 | 5.3
COc1ccc(Cc2c(-c3ccc(C#N)cc3)nc3c4ccccc4ccn23)c(C)c1
  0.2 | nt | 4.7 | -2.5 | -0.6 | 3.4 | 7.9 | 4.0 | 15.8 | -1.3

An excerpt from above in order of the TCR-CD3 inh value, largest number first:
molecule	TCR-CD3 inh
Cc1nc(NC(=O)c2ccc(Br)o2)ccc1Br	5.7
CCN(c1ccccc1)S(=O)(=O)c1cc(NC(=O)COC(=O)C2CC2)ccc1Cl	3.7
COc1ccc(N2CCN(C(=O)CSc3ncnc4scc(-c5ccc(C)cc5)c34)CC2)cc1	2.2

Structures listed so far with a nitro group on carbon, in the order listed:
Below each SMILES – PG9 binder | HTRA1 inh | NR1D1 modulator | ABHD4 inh | TCR-CD3 inh | MBD2 DNA inh | rCAG RNA binder | LEDGF integ inh | UHRF1 binding | PRMT1 FP inh
Cc1ccc(NC(=O)c2sc(N)nc2-c2ccc([N+](=O)[O-])cc2)c(C)c1
  -2.0 | -6.8 | 2.3 | 5.0 | -3.6 | 2.8 | -1.9 | -0.8 | 0.3 | -0.1
NC(=O)c1ccc(NCC2CCCO2)c([N+](=O)[O-])c1 (stereo not drawn)
  0.3 | -2.1 | -3.3 | 6.4 | 4.8 | -11.1 | 1.6 | -1.2 | -8.4 | 5.3

An excerpt taken from the entries so far, as a working copy:
Below each SMILES – PG9 binder | HTRA1 inh | NR1D1 modulator | ABHD4 inh | TCR-CD3 inh | MBD2 DNA inh | rCAG RNA binder | LEDGF integ inh | UHRF1 binding | PRMT1 FP inh
Cc1ccc(NC(=O)c2sc(N)nc2-c2ccc([N+](=O)[O-])cc2)c(C)c1
  -2.0 | -6.8 | 2.3 | 5.0 | -3.6 | 2.8 | -1.9 | -0.8 | 0.3 | -0.1
O=C(Nc1cccc(S(=O)(=O)N2CCCC2)c1)c1cc(-c2ccccn2)nc2ccccc12
  -1.7 | -26.5 | 1.9 | -2.9 | -0.6 | 1.4 | 2.0 | 0.7 | 5.3 | 0.5
Cc1cc(C)n(C(=O)CNc2ccccc2Cl)n1
  0.1 | -0.6 | -2.3 | 1.2 | -2.6 | -2.4 | -0.8 | 1.0 | -0.3 | -4.0
COCCN(Cc1cc2ccc(C)c(C)c2nc1Cl)C(=O)N1CCOCC1
  -0.4 | -3.5 | 3.1 | -1.4 | 5.8 | 3.0 | -10.2 | 0.2 | -0.6 | -2.3

The listing continues.
Below each SMILES – PG9 binder | HTRA1 inh | NR1D1 modulator | ABHD4 inh | TCR-CD3 inh | MBD2 DNA inh | rCAG RNA binder | LEDGF integ inh | UHRF1 binding | PRMT1 FP inh
Cc1ccc(S(=O)(=O)NCc2ccccc2)cc1C(=O)N1CCN(c2ccccc2)CC1
  0.6 | 4.5 | 12.2 | -6.8 | 4.1 | 1.1 | 1.4 | 1.0 | -3.6 | 4.3
O=C(Nc1cccc(S(=O)(=O)N2CCOCC2)c1)c1cc(=O)[nH]c2ccccc12
  -1.4 | 2.7 | 1.2 | -6.5 | -0.2 | -3.3 | 7.4 | 1.0 | -0.1 | -1.1
CC1CC(C#N)N(N(C)C)C1=C(C#N)C#N (stereo not drawn)
  -1.2 | 1.2 | -2.8 | 3.7 | 2.0 | -2.9 | -1.5 | -3.4 | 1.4 | 0.8
CC(O)CNCc1ccccc1C(F)(F)F (stereo not drawn)
  -2.2 | 3.3 | -7.3 | 5.5 | -3.4 | 1.8 | -2.6 | -3.8 | 1.5 | 10.5
Cc1cc(C)cc(N(CC(=O)NC2CCCCC2)C(=O)CNC(=O)c2ccco2)c1
  2.2 | -2.4 | 2.9 | 2.0 | 1.5 | -6.8 | -3.0 | -2.4 | -1.9 | 2.6
O=C(CN1CCOCC1)n1c2ccccc2c2ccccc21
  -1.5 | 0.5 | -1.6 | -5.2 | 4.7 | -4.6 | -2.2 | 1.6 | -1.2 | -1.3
O=C(CN1CCN(c2nc(-c3ccc(F)cc3)cs2)CC1)NCc1ccc2c(c1)OCO2
  1.2 | -18.7 | -1.0 | -12.1 | 3.6 | 5.0 | 5.9 | 0.0 | 2.5 | 2.9
COc1ccc(N2CCN(CCCNC(=O)C3CCCN(S(=O)(=O)c4cnc[nH]4)C3)CC2)cc1 (stereo not drawn)
  0.2 | -5.2 | -7.5 | 5.3 | -0.8 | 2.0 | 0.8 | 1.2 | -2.2 | -1.3
CCOc1ccccc1NC(=O)c1cnc(NS(=O)(=O)c2ccccc2)nc1
  -0.2 | 2.8 | 2.0 | -1.1 | 7.0 | -0.8 | 3.0 | 2.0 | -1.3 | -2.6
CC1CCN(Cc2c(C(=O)N/N=C/c3cccc(C(F)(F)F)c3)nnn2-c2nonc2N)CC1
  0.4 | 5.1 | 1.2 | -2.5 | -4.9 | 1.6 | 1.1 | 4.5 | 0.7 | 3.9
O=C(CSc1nnc(Cn2c(=O)sc3ccccc32)n1-c1ccccc1)NCc1ccco1
  1.1 | 1.9 | 2.5 | 7.1 | -6.0 | 4.2 | 3.7 | -3.8 | 2.6 | 5.9
CSc1cccc(NC(=S)N(CCC(C)C)C2CCN(C(C)=O)CC2)c1
  0.1 | -5.7 | -3.3 | -3.2 | 5.7 | -2.8 | 0.3 | 0.4 | -1.3 | -3.5
C=CCn1c(SCC(=O)NNC(=O)Nc2cccc(Cl)c2)nnc1-c1ccccc1
  -1.0 | -6.0 | 3.3 | -1.3 | 5.8 | 1.1 | -0.2 | -3.8 | 1.7 | -1.1
